Source: PubChem
RSV antiviral HEp-2 – RSV antiviral activity via CPE protection, HEp-2 cells, primary 10 µM value included (AID 2391); HEp-2 cells, RSV-induced CPE inhibition; higher % means a stronger effect; CPE inhibition, % at 10 µM; hits with a dose series show IC50 in µM; 0.13% of 310,000 active; in the data active means a potency from the dose series; further: strong numbers were not always called active
GPR55 LPI antagonism – GPR55 antagonists blocking LPI-driven arrestin recruitment, primary screen, imaging, U2OS, beta-arrestin-GFP, LPI agonist (AID 2013); U2OS GPR55 beta-arrestin-GFP translocation imaging, LPI antagonism; higher % means a stronger effect; 0.13% of 290,000 active; inhibition, % at 10 µM; hits with a dose series show IC50 in µM;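 active means spots per cell inhibited over 60%, with over 100 cells counted and total cytoplasm intensity under 500,000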;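 further: U2OS cells stably carrying GPR55 and arrestin-GFP stimulated by 5 µM LPI near EC80; imaged beta-arrestin-GFP aggregate spots per cell after agonist stimulation; plate controls were LPI-stimulated DMSO wells for no effect and DMSO wells without LPI for full effect; some results filed as inactive read as strong as hits; confirmed hits need IC50 under 10 µM and bright autofluorescent wells are also inconclusive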
Rac1 GTP hydrolysis – MgcRacGAP GTPase-activating activity inhibitors, confirmation, biochemical, ADP Hunter fluorescence. MgcRacGAP-stimulated Rac1 GTP hydrolysis, ADP Hunter fluorescence; higher % means a stronger effect; GST-tagged Rac1 F28L mutant substrate. 0.6% of 340,000 active. inhibition, % at 30 µM; hits with a dose series show IC50 in µM;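 active means first-screen hits whose inhibition reached a set limit at any dose in the follow-up dose series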;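 further: fluorescence reports GDP produced by GAP-driven GTP hydrolysis; strong numbers were not always called active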
HIV fusion peptide – cell-free HIV fusion peptide-binding blockers – biochemical, uHTS, fluorescence dequenching, primary screen (AID 1986); cell-free peptide binding, fluorescence dequenching, 30 min; higher % means a stronger effect; one-dose inhibition, % at 20 µM; IC50 in µM for titrated hits; 0.3% of 290,000 active; in the data active means inhibition mostly above about 52%, no sharp cut-off; inactive means mostly below about 76%; further: some results filed as inactive read as strong as hits
GPR35 arrestin U2OS – GPR35 antagonists blocking zaprinast-driven arrestin recruitment, primary screen, imaging, U2OS, beta-arrestin-GFP, zaprinast agonist (AID 2058) | U2OS GPR35 beta-arrestin-GFP translocation imaging, zaprinast antagonism; higher % means a stronger effect | one-dose inhibition, % at 10 µM; IC50 in µM for titrated hits | 0.052% of 290,000 active;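 active means inhibition of at least 50% with at least 30 cells and total cytoplasm GFP at most 10,000,000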
UTI89 phage lysis – inhibition of K1F phage lysis, E. coli UTI89, bacterial capsule biogenesis inhibitors, alamar blue (AID 488966); E. coli UTI89 K1F phage lysis, alamar blue, 2 h; higher % means a stronger effect; inhibition, % at 100 µM, or IC50 in µM where a hit was titrated; 0.02% of 340,000 active;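 active means phage lysis inhibition, versus mean bacterial control, above a set limit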;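 further: capsule biogenesis inhibitors block K1F phage lysis so surviving cells raise fluorescence; higher fluorescence means more inhibition of phage lysis; actives were called in the ten point dose series up to 300 µM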
Salmonella PhoP GFP – inhibitors of PhoP regulon expression, primary screen, Salmonella Typhimurium, GFP reporter (AID 1863). S. Typhimurium PhoP-regulated promoter GFP reporter, 4 h; higher % means a stronger effect. inhibition, % at 50 µM; hits with a dose series show IC50 in µM. 0.16% of 300,000 active;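 active means inhibition over 29.93%, a cutoff 3 SD above the screen mean, later confirmed by dose response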;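 further: 0% = low Mg2+ inducing control and 100% = high Mg2+ repressing control; strong numbers were not always called active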
Large T inhibition – SV40 large T antigen inhibitors, biochemical (AID 1903). 0.39% of 310,000 active. one-dose inhibition, % at 20 µM; IC50 in µM for titrated hits. SV40 large T antigen ATPase/helicase inhibition assay; higher % means a stronger effect; in the data active means a potency from the dose series; further: strong numbers were not always called active
Dengue-2 NS5 capping – Dengue-2 NS5 methyltransferase inhibitors, primary screen, biochemical, confirmation dose response (AID 588689). Dengue-2 NS5 methyltransferase capping enzyme assay, biochemical; higher % means a stronger effect. inhibition, % at 25 µM, or IC50 in µM where a hit was titrated. 0.3% of 340,000 active; in the data active means a potency from the dose series
Dengue-2 NS5 capping pilot replicate – also measured in Dengue-2 NS5 capping; calls as there; inhibition, %; measured here: pilot screen replicate inhibition
* = called active by the depositor; nt = not tested or not shown; [ ] = remark or other dose.

SMILES | RSV antiviral HEp-2 | GPR55 LPI antagonism | Rac1 GTP hydrolysis | HIV fusion peptide | GPR35 arrestin U2OS | UTI89 phage lysis | Salmonella PhoP GFP | Large T inhibition | Dengue-2 NS5 capping | others
COc1ccc(Br)cc1C(=O)NC(=S)Nc1ccc(Cl)c(C(=O)O)c1 | 3.0% | -7% | 6% | 18% | 0% | -2.1% | 3% | 3% | 5%
COc1ccccc1OCCOC(=O)Nc1ccccc1 | 0.5% | 5% | 5% | 2.4% | -11% | 2.9% | -2% | 0% | 2%
O=C1NCCN/C1=C\C(=O)c1ccc(Br)cc1 | 0.8% | -3% | nt | 0.3% | -6% | nt | 0% | 23% | nt
Cc1ccc(S(=O)(=O)NC(C)(C)CSc2nnc(N)s2)cc1 | 0.4% | -2% | 17% | -0.6% | 15% | 0.6%[50 µM] | 18% | 8% | -8%
COCCNC(=O)C(c1ccc(C)cc1)N(C(=O)C(=O)NC1CCCC1)c1ccc2c(c1)OCCO2 (configuration not stated) | 2.0% | 7% | 3% | -0.3% | -2% | 0.0% | 1% | 7% | 2%
COCCn1c(SCc2ccc(F)cc2)nc2ccccc2c1=O | 1.2% | 7% | 6% | -1.3% | -19% | -0.1% | -5% | 5% | 4%
COc1ccccc1S(=O)(=O)N1CCC(C(=O)O)(c2ccccc2)CC1 | 2.1% | 3% | 3% | -0.9% | 9% | -0.2% | -1% | 8% | -1%
Cc1c(NC(=O)c2cccs2)c(=O)n(-c2ccccc2)n1C | 1.6% | 0% | 4% | -1.2% | 10% | 0.4% | -4% | -1% | -2%
N#C/C(=C\c1cccnc1)C(=O)NC1CCCCC1 | 1.7% | 0% | 3% | -2.6% | -4% | -0.5%[50 µM] | 1% | 17% | -8%
COc1ccc(C(=O)Nc2ccc(S(=O)(=O)NC(C)=O)cc2)cc1 | 1.9% | -8% | 9% | 2.8% | 22% | 3.4% | -9% | 3% | -2%
O=C1CCc2cc(S(=O)(=O)N3CCC(C(=O)NCc4ccccn4)CC3)ccc2N1 | 3.2% | 5% | 1% | 4.8% | 8% | 2.1% | 12% | -9% | 3%
Cc1ccc(C(=O)NCCNC(=O)c2ccccn2)cc1 | 0.1% | -12% | 5% | 1.7% | -5% | 0.3% | 6% | 2% | 0%
COc1ccc(/C(C)=N/Nc2nncc3ccccc23)cc1 | 4.8% | 8% | 11% | -1.6% | -12% | -0.3% | 6% | 10% | -4%
Cc1ccc(C(=O)Cn2cncn2)cc1 | -0.8% | 16% | 14% | 1.2% | -2% | 1.4% | -3% | 13% | -8%
CCC(C)(C#CCN1CCCCC1)OC(C)=O (configuration not stated) | 0.6% | 0% | 10% | -1.1% | 6% | -0.8% | -5% | 4% | -10%
COc1ccc(NC(=O)C2C3C=CC4(O3)C2C(=O)N(CCN2CCCCC2C)C4C(=O)NC2CCCCC2)cc1 (configuration not stated) | -0.8% | 6% | 2% | 0.6% | -4% | 0.2% | -5% | 6% | -7%
COc1ccc(CC(=O)NCC2(c3ccc(OC)c(OC)c3)CCOCC2)cc1 | 2.6% | 9% | 4% | 2.5% | -3% | 1.2% | -3% | 3% | -2%
Cc1ccc(S(=O)(=O)CC(C)N2CCOCC2)c(S(=O)(=O)CC(C)N2CCOCC2)c1 (configuration not stated) | -1.1% | -5% | 9% | -0.4% | -6% | 0.3% | -9% | 17% | 3% | Dengue-2 NS5 capping pilot replicate=-0.8
CCC(Sc1nc(N)cc(=O)[nH]1)C(=O)Nc1cc(C)on1 (configuration not stated) | -0.2% | 2% | -2% | -0.5% | 2% | -0.5% | 1% | 18% | 5%
CC1CCCN(Cc2nc(Cc3ccccc3Cl)no2)C1 (configuration not stated) | 2.1% | -16% | 7% | 1.7% | 2% | 0.3% | 8% | 37% | -2%
COc1ccc(-c2cc(C(=O)NNC(=S)NC(=O)c3c(-c4ccccc4)noc3C)[nH]n2)cc1 | 20% | 4% | 4% | 70% | 10% | 0.6% | -4% | 29% | 14%
O=C(CCCN1C(=O)/C(=C/c2cccc(Br)c2)SC1=S)Nc1ccccn1 | 11% | 8% | 4% | 1.9% | 6% | 0.1% | -3% | 2% | -2%
CCCCNC(=O)c1ccc2c(c1)C(=O)N(Cc1ccncc1)C2=O | -0.2% | -14% | 8% | -0.5% | 1% | 1.4%[50 µM] | 3% | 20% | 0%
O=C(Nc1ccccc1)Nn1cnnc1 | 0.4% | -1% | 3% | -2.6% | -4% | 0.1%[50 µM] | 9% | 18% | 4%
O=C(Nc1nc2ccccc2[nH]1)C1CCN(C(=O)c2ccc(F)cc2)CC1 | 2.1% | nt | 1% | nt | nt | 0.6%[50 µM] | -6% | 11% | -2%

Among those listed so far, six contain a halogen.
SMILES | RSV antiviral HEp-2 | GPR55 LPI antagonism | Rac1 GTP hydrolysis | HIV fusion peptide | GPR35 arrestin U2OS | UTI89 phage lysis | Salmonella PhoP GFP | Large T inhibition | Dengue-2 NS5 capping | others
COc1ccc(Br)cc1C(=O)NC(=S)Nc1ccc(Cl)c(C(=O)O)c1 | 3.0% | -7% | 6% | 18% | 0% | -2.1% | 3% | 3% | 5%
O=C1NCCN/C1=C\C(=O)c1ccc(Br)cc1 | 0.8% | -3% | nt | 0.3% | -6% | nt | 0% | 23% | nt
COCCn1c(SCc2ccc(F)cc2)nc2ccccc2c1=O | 1.2% | 7% | 6% | -1.3% | -19% | -0.1% | -5% | 5% | 4%
CC1CCCN(Cc2nc(Cc3ccccc3Cl)no2)C1 (configuration not stated) | 2.1% | -16% | 7% | 1.7% | 2% | 0.3% | 8% | 37% | -2%
O=C(CCCN1C(=O)/C(=C/c2cccc(Br)c2)SC1=S)Nc1ccccn1 | 11% | 8% | 4% | 1.9% | 6% | 0.1% | -3% | 2% | -2%
O=C(Nc1nc2ccccc2[nH]1)C1CCN(C(=O)c2ccc(F)cc2)CC1 | 2.1% | nt | 1% | nt | nt | 0.6%[50 µM] | -6% | 11% | -2%

(continued)
SMILES | RSV antiviral HEp-2 | GPR55 LPI antagonism | Rac1 GTP hydrolysis | HIV fusion peptide | GPR35 arrestin U2OS | UTI89 phage lysis | Salmonella PhoP GFP | Large T inhibition | Dengue-2 NS5 capping | others
O=S(=O)(c1ccc(SCCOc2ccccc2)nc1)N1CCCC1 | 3.4% | nt | 0% | nt | nt | 0.1%[50 µM] | nt | nt | 0%
COc1ccc(-c2ccc(=O)[nH]n2)cc1 | -3.9% | 10% | 7% | 1.6% | 10% | -2.6% | -7% | 23% | -11%
CCN(CC)CCCN(Cc1cc2cc3c(cc2[nH]c1=O)OCO3)C(=S)NCCCN(C)C | -0.7% | -3% | 19% | 0.9% | 9% | -0.8% | -7% | 8% | nt
CCOc1ccc2[nH]c(=O)c(CN(Cc3nnnn3Cc3ccco3)C3CCCCC3)cc2c1 | 1.3% | 14% | 20% | 24% | 7% | -0.2% | -15% | 27% | 7%
COC(=O)c1cc(OC)c(OC)cc1NC(=O)c1cnccn1 | nt | -11% | nt | 0.4% | 4% | nt | -10% | 17% | nt
O=C(O)C1CCCN1S(=O)(=O)c1ccc(Cl)cc1 (configuration not stated) | 0.0% | 7% | 3% | 2.8% | 2% | 0.2% | 4% | 20% | -7%
Cc1ccc(SCCN2CCN(C)CC2)cc1 | 0.4% | 2% | -8% | 2.8% | 4% | -0.5% | -4% | 20% | nt
O=C(Nc1ncccc1O)C1CCN(S(=O)(=O)c2ccc3ccccc3c2)CC1 | -0.1% | nt | 9% | nt | nt | 0.9%[50 µM] | -9% | 27% | 1%
O=C(NCc1ccco1)C1CCN(S(=O)(=O)N2CCC3(CC2)OCCO3)CC1 | 0.5% | 7% | 2% | -1.8% | -6% | 0.0% | -4% | 3% | -3%
CCOC(=O)N1CCN(CC(c2ccccc2)c2ccccc2)CC1 | 2.5% | 1% | 21% | 1.0% | -2% | 0.0% | -4% | 6% | -8%
Cc1ccc(NC(=O)CN(C)S(=O)(=O)c2ccc3c(c2)n(C)c(=O)c(=O)n3C)c(C)c1 | 1.5% | -2% | -8% | -1.1% | 5% | -0.1% | -3% | nt | -15%
COCC(=O)Nc1ccc(N2CCCC2)c(S(=O)(=O)Nc2ccccc2OC)c1 | 2.0% | nt | 4% | nt | nt | 0.4%[50 µM] | nt | nt | -10%
CC1Cc2ccccc2N1C(=O)CO/N=C/c1ccccc1OC(F)F (configuration not stated) | 0.7% | 3% | 6% | -1.0% | 5% | -0.1% | -3% | 4% | -7%
CCC(C)CCCCNC1=NCCS1 (configuration not stated) | -0.9% | 14% | 8% | 0.1% | 12% | 0.3% | -6% | 2% | -8%
CCNC(=S)NC1CC2CCCC(C1)N2Cc1ccc(C)cc1 (configuration not stated) | -0.5% | 6% | -14% | 3.0% | 6% | -1.8% | 4% | 9% | 5%
COc1ccc(CC(=O)Nc2cccc(-c3ccc4nncn4n3)c2)cc1OC | 0.5% | 2% | 13% | -0.7% | 4% | 0.1% | 4% | 26% | -5%
Cc1c(-c2ccccc2)sc2nc[nH]c(=S)c12 | -1.0% | 4% | 6% | -1.3% | -13% | 0.1% | 6% | 9% | -3%
C=CCOc1ccc(CNc2ccc(NC(=O)CC(C)C)cc2)cc1OC | 4.4% | -18% | 23% | -0.7% | 4% | 6.2%[50 µM] | -3% | 9% | -5%
NC(=O)c1ccc(NC(=O)c2cccc3c2OCCCO3)cc1 | 3.5% | 4% | nt | 0.2% | 3% | nt | -3% | 15% | nt
O=C(NCc1nc2ccccc2[nH]1)C1=C[C@@H](c2ccccc2)C[C@@H](OCc2ccc(CO)cc2)O1 | 5.4% | -4% | 13% | -1.6% | 2% | 4.4% | 4% | 7% | 4%
CCOC(=O)C1(Cc2ccccc2C(F)(F)F)CCN(Cc2ccon2)CC1 | -0.8% | 7% | -16% | -0.9% | -7% | -0.1% | -3% | 5% | 2%
Cc1nn(CCCC(=O)NCc2ccc(F)cc2)c(C)c1[N+](=O)[O-] | 3.2% | 2% | 7% | -0.2% | 13% | 0.3% | -5% | 10% | 3%
CCn1c(=O)c(CCC(=O)N2CCN(c3ccccn3)CC2)c(C)c2c(C)nn(-c3ccccc3)c21 | 4.6% | 5% | 7% | -1.0% | -3% | 0.3% | -2% | 4% | -8%
